RXFP1 agonist: RXFP1 (human) receptor agonism. Q9HBX9. actives 0.3% (n = 370,000). Potency, µM (series often up to 57.5 µM), for inactives: at the top dose activation, most hits filed as activators. HEK293T-RXFP1 cAMP TR-FRET, 30 min; response scale: percent of porcine relaxin response, buffer zero; note: % is set by controls: 0 for no effect and ±100 for the full control effect; nearly all actives have a fitted effect of over 60% in size; many of its hits are not listed in these tables
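cAMP rise read by TR-FRET after 30 min, 37C compound exposure (up to 58 uM) in RXFP1-transfected HEK293 cells with Ro 20174 present. EC50 from Hill-equation fits, with 29 nM porcine relaxin as 100% and buffer as basal.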
Vif-A3G inh: blocks the Vif interaction with human APOBEC3G | HeLa A3G-eYFP + Vif (tagged APOBEC3G with the HIV-1 protein that degrades it), YFP fluorescence, overnight | Potency, µM (highest dose often 46.1 µM), for inactives: at the highest dose activity, negative = active, actives largely listed as inhibitors | actives 0.076% (n = 410,000) | AID 602310;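 note: % is set by controls: 0 for no effect and ±100 for the full control effect; nearly all actives have a fitted effect of over 60% in size; hits raise eYFP signal because A3G escapes Vif-driven loss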
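HeLa cells stably expressing Vif and C-terminally eYFP-tagged A3G, seeded overnight at 37 deg C, then exposed to compound by pintool overnight at 37 deg C. Rise in yellow fluorescence (Ex 488/Em 500-530, Acumen) marks blocked Vif-driven A3G degradation.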
TrxR1 substrate: rat thioredoxin reductase 1 substrate activity | O89049 | purified TrxR1 substrate turnover, NADPH consumption readout | Potency, µM (doses to about 114 µM), inactives show at the highest dose activity change, negative = substrate turnover | actives 0.01% (n = 390,000); note: % is set by controls: 0 for no effect and ±100 for the full control effect; nearly all actives have a fitted effect of over 50% in size
Target sequence (O89049 whole entry, looked up): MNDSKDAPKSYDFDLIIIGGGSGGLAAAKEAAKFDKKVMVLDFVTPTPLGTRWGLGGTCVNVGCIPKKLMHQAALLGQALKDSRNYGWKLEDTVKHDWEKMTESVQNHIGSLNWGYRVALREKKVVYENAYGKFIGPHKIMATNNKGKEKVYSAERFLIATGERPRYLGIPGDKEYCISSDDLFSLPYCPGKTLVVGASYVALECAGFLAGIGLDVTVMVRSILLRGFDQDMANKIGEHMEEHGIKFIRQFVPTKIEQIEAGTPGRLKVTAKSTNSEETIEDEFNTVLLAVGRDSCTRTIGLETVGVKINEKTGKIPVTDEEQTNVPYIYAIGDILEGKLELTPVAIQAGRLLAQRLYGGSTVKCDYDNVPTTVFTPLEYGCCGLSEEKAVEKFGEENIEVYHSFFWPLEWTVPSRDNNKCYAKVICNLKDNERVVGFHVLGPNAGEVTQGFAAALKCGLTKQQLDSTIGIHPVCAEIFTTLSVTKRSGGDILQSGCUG
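Rat TrxR1, dispensed at 90 nM, was prereduced with 400 uM NADPH (final) for 5 min at ~22 deg C, then incubated with compound 15 min before 400 uM selenite. A first-read NADPH fluorescence drop versus no-compound background flagged substrates.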
ALOX12 inh: ALOX12 (human) lipoxygenase inhibition; P18054; purified 12hLO, xylenol orange hydroperoxide absorbance; Potency, µM (series often up to 108 µM), for the others: at the top dose activity change, negative = inhibition, actives largely listed as inhibitors; actives 1.1% (n = 580,000); note: % is set by controls: 0 for no effect and ±100 for the full control effect
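Purified human 12hLO at 150 nM in 25 mM Hepes, 0.01% Triton X-100, pH 7.0, preincubated 15 min at room temperature with compound. Reaction started with 40 uM arachidonic acid, 30 min at room temperature. Hydroperoxide measured by Fe-xylenol orange, 573/405 nm absorbance ratio.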
rTrxR1 inhibitor: inhibitors of rat thioredoxin reductase 1; O89049; recombinant rTrxR1, NADPH fluorescence consumption, selenite substrate; Potency, µM (top dose mostly 114 µM), inactives show at the highest dose activity change, negative = inhibition, usual class: inhibitors; actives 1% (n = 390,000); note: % is set by controls: 0 for no effect and ±100 for the full control effect; nearly all actives have a fitted effect of over 65% in size
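Rat TrxR1 (90 nM in the dispensed reagent) was pre-reduced with 400 uM NADPH for 5 min at room temperature, then incubated with compound for 15 min. After 400 uM selenite was added, NADPH fluorescence (Ex 340/Em 450 nm) was followed for 8 min.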
RGS4 inh: inhibitors of human regulator of G protein signaling 4 | Potency, µM (top dose mostly 114 µM), for inactives: at the top dose activity change, negative = inhibition, most hits filed as inhibitors | Transcreener GDP fluorescence polarization, RGS4-accelerated GTP hydrolysis | P49798 | AID 504845 | actives 0.039% (n = 390,000); note: % is set by controls: 0 for no effect and ±100 for the full control effect; nearly all actives have a fitted effect of over 75% in size; some results filed as inactive show a strong effect at the top dose
Target sequence (P49798 whole entry, looked up): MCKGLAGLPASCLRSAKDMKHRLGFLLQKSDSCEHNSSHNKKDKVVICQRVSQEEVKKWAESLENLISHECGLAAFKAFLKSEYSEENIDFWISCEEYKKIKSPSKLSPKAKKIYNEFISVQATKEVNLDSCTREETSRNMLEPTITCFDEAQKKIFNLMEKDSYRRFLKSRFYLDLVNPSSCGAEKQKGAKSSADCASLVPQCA
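MLSMR compounds (23 nl, pin-transferred) preincubated 10 min at room temperature with a 500nM (2x) first reagent, then RGS4 at 900nM (2x) plus Transcreener GDP mix added; fluorescence polarization (620/688 nm) read before and after 90 min at 30 °C.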
Vif-APOBEC3F blk: Vif-A3F binding inhibition. HeLa A3F-eYFP + Vif (tagged APOBEC3F with the HIV-1 protein that degrades it), YFP fluorescence increase. actives 0.2% (n = 390,000). AID 602313. Potency, µM (doses to about 46.1 µM), for inactives: top-dose activity, negative = active; note: % of control where 0% means no effect; nearly all actives have a fitted effect of over 65% in size
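HeLa cells stably expressing Vif plus C-terminally eYFP-tagged A3F were seeded, incubated overnight at 37 deg C, dosed with compound, incubated overnight again at 37 deg C. Yellow fluorescence (Ex 488/Em 500-530) reported blocked Vif-mediated A3F-eYFP degradation.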
USP1 inh: blocks the human USP1/UAF1 deubiquitinase complex. O94782. recombinant USP1/UAF1, Ub-Rhodamine cleavage fluorescence. Potency, µM (highest dose often 57.1 µM), without a hit: at the top dose activity change, negative = inhibition, hits mostly inhibitors. actives 0.23% (n = 390,000); note: % is set by controls: 0 for no effect and ±100 for the full control effect; nearly all actives have a fitted effect of over 60% in size; inactives centre near -12
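High-throughput fluorogenic screen: 1nM USP1/UAF1 complex, Ub-Rho substrate 150nM final, 50mM HEPES pH 7.8 with 0.5mM EDTA, 0.1 mg/ml BSA, 1mM TCEP and 0.01% Tween-20.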
IDH1 R132H inh: inhibitors of human mutant IDH1 R132H; O75874; IDH1-R132H enzyme, NADPH consumption, diaphorase/resazurin fluorescence; actives 0.093% (n = 390,000); Potency, µM (doses to about 76.6 µM), for inactives: at the top dose activity change, negative = inhibition, usual class: inhibitors; note: % is set by controls: 0 for no effect and ±100 for the full control effect; nearly all actives have a fitted effect of over 65% in size
Target sequence (O75874 whole entry R132H, stated change not applied): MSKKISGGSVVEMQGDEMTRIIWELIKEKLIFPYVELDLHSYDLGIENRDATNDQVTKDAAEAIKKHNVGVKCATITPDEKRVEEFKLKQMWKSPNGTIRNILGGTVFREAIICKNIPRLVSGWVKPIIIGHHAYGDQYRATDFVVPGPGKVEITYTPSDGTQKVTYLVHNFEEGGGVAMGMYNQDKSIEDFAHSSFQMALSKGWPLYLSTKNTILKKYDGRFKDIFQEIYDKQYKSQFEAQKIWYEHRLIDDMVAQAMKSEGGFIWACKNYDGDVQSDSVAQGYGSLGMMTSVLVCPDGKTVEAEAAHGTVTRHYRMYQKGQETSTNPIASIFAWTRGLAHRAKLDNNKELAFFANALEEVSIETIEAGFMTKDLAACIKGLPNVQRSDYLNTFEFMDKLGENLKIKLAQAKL
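IDH1-R132H (0.5 ug/mL dispensed) in pH 7.5 Tris buffer was preincubated 30 min with compound, then given a substrate mix of 0.016 mM NADPH and 2 mM alpha-KG for 80 min at room temperature; remaining NADPH was read by diaphorase/resazurin fluorescence.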
The depositor's hits bear a star; i = inactive; ? = inconclusive; / = not tested or not shown; & = joins results of further samples; [ ] = dose if it differs, or a comment. Calls come from the whole dose curve; as a rule, active = well fitted curve in the direction sought with a large enough effect; inconclusive = small, poorly fitted or top-dose-only effect, or another doubt; inactive = no such curve, though single readings can be large; an effect the other way counts as inactive or inconclusive. Potency is the fitted concentration of half-maximal effect. These rows are one share of the data; count on the stated rates, not on these rows.

SMILES | RXFP1 agonist | Vif-A3G inh | TrxR1 substrate | ALOX12 inh | rTrxR1 inhibitor | RGS4 inh | Vif-APOBEC3F blk | USP1 inh | IDH1 R132H inh
O=C(CN1C(=O)NC(c2ccccc2)(c2ccccc2)C1=O)NCc1cccs1 | -0.2% | 6% | 7% | -27% | 20% | 2% | 3% | -19% | 5%
CCOC(=O)C(C)Sc1nnc(-c2c[nH]c3ccccc23)n1C (stereo not given) | -0.2% | 0% | 10%[57.1 µM] | 28% | 17%[57.1 µM] | -29% | 1% | -20% | 11%
COc1ccc(C)cc1NC(=O)COC(=O)C1CCN(C(=O)c2ccc(Cl)cc2)CC1 | -0.5% | -1% | -5% | 30% | 12% | -17% | -13% | -20% | -3%
COc1ccccc1CNC(=O)N[C@@H](Cc1ccccc1)C(=O)O | 0.7% | -1% | -8% | 4% | -7% | -2% | 3% | -1% | 0%
CCCC1=C(C(=O)OCC)C(c2ccco2)C(C#N)=C(N)O1 (stereo not given) | -0.6% | 4% | -2% | -21% | -12% | -9% | -16% | -15% | 21%
Cc1ccc(CNC(=O)CN2C(=O)CSc3ccc(S(=O)(=O)N4CCCCC4)cc32)cc1 | 0.3% | -1% | -1%[57.1 µM] | -8% | 23%[57.1 µM] | -31%[56.9 µM] | 3% | -9% | -10%
CCC(C(=O)Nc1ccc(C(=O)OC)cc1)n1c(=O)c(-c2ccccc2NC(C)=O)nc2ccccc21 (stereo not given) | 0.8% | -6% | -3% | -22% | 8% | 14% | 4% | ? | 2%
CN(C)S(=O)(=O)c1ccc(N2CCCC2)c(C(=O)Nc2ccccc2Br)c1 | -0.3% | 0% | 3%[57.1 µM] | ? | 7%[57.1 µM] | -8% | 5% | -22% | 5%
CCC1CN(C(=O)Nc2ccccc2C(F)(F)F)c2ccccc2O1 (stereo not given) | 1.7% | -5% | -2% | -22% | 25% | -4% | -5% | -2% | 0%
COc1ccc(Cl)cc1NC(=O)Cn1nc(Cc2ccncc2)c2ccccc2c1=O | 3.9% | -3% | 1% | 11%&-5% | 21% | -11% | -3% | 3% | 3%
COC(=O)c1ccc(CSc2nnc(CS(=O)Cc3ccc(Br)cc3)n2-c2ccccc2)cc1 (stereo not given) | 0.8% | 0% | 5% | 0% | 11% | -3% | 3% | -21% | 5%
CC(Oc1ccccc1F)c1nnc(SCC(=O)c2c(N)n(C3CC3)c(=O)[nH]c2=O)o1 (stereo not given) | 2.5% | 0% | 5% | -14% | 20% | -3% | 7% | -12% | -11%
COc1ccc(Cl)cc1NS(=O)(=O)c1cccc2cccnc12 | 0.0% | 0% | 2%[57.1 µM] | 12% | 6%[57.1 µM] | -34% | 3% | -4% | 1%
CCCn1cnc2cc(NCc3ccccn3)ccc21 | -0.3% | 2% | 4% | 7%&17% | -6% | -12% | 0% | ? | 13%
C=CCNC(=O)/C(C#N)=C/c1c(C)nn(-c2ccccc2)c1Cl | -1.3% | -1% | -5% | -8% | -27% | -9% | -19% | -14% | -4%
O=C(c1cc2cc(F)ccc2[nH]1)N1CCN(Cc2ccc3c(c2)OCO3)CC1 | 0.3% | 0% | -8% | -19% | -2% | 17% | -20% | -9% | -11%
CCOC(=O)c1[nH]c(C)c(C(=O)Nc2ccc(Cl)cc2)c1C | -1.0% | -1% | 4%[57.1 µM] | 7%[57.4 µM] | 6%[57.1 µM] | 2% | -8% | -21% | -11%
N#CC1=C(SCC(=O)NCc2ccccc2)NC(=O)CC1c1ccco1 (stereo not given) | 0.9% | 0% | 2%[57.1 µM] | -2% | -18% | -45%[11.4 µM] | 0% | -8% | 7%
CCN1C(=O)C2C(c3ccccc3F)NC(Cc3ccc(O)cc3)(C(=O)OC)C2C1=O (stereo not given) | 2.7% | 1% | 0%[57.1 µM] | -7% | 11%[57.1 µM] | 6% | -4% | -3% | 6%
O=C(CCc1ccc(O)c(O)c1)N/N=C/c1ccc2c(c1)OCO2 | -2.4% | -17% | 1% | i | ? | -3% | -25% | -7% | -5%
CCCSc1nc(SCC(=O)NCc2ccccc2)c2c3c(sc2n1)COC(C)(C)C3 | 11% | 0% | -3% | -23% | 17% | -2% | -7% | -1% | -4%
Cc1ccc(C(=O)N/N=C\c2sccc2C)cn1 | 0.9% | 1% | -14% | -3% | 1% | -17% | 2% | -13% | -5%
CCOC(=O)c1c(NC(=O)Cc2cccs2)sc(C(=O)NC2CCCCC2)c1C | 24% | 2% | 1%[57.1 µM] | -17% | 13%[57.1 µM] | 0% | 2% | -11% | -4%
O=C(CSc1nnc2ccc(-c3ccc(F)cc3)nn12)N1CCOCC1 | 1.6% | 3% | 15%[57.1 µM] | 0% | 12%[57.1 µM] | -14% | 4% | -8% | 2%

A run of entries from the list above, as a working copy:
SMILES | RXFP1 agonist | Vif-A3G inh | TrxR1 substrate | ALOX12 inh | rTrxR1 inhibitor | RGS4 inh | Vif-APOBEC3F blk | USP1 inh | IDH1 R132H inh
O=C(CN1C(=O)NC(c2ccccc2)(c2ccccc2)C1=O)NCc1cccs1 | -0.2% | 6% | 7% | -27% | 20% | 2% | 3% | -19% | 5%
CCOC(=O)C(C)Sc1nnc(-c2c[nH]c3ccccc23)n1C (stereo not given) | -0.2% | 0% | 10%[57.1 µM] | 28% | 17%[57.1 µM] | -29% | 1% | -20% | 11%
COc1ccc(C)cc1NC(=O)COC(=O)C1CCN(C(=O)c2ccc(Cl)cc2)CC1 | -0.5% | -1% | -5% | 30% | 12% | -17% | -13% | -20% | -3%

(listing goes on)
SMILES | RXFP1 agonist | Vif-A3G inh | TrxR1 substrate | ALOX12 inh | rTrxR1 inhibitor | RGS4 inh | Vif-APOBEC3F blk | USP1 inh | IDH1 R132H inh
COc1ccc2c(c1)c1c(c(=O)n(-c3ccc(F)c(Cl)c3)c(=O)n1Cc1ccccc1C)n2C | 0.3% | 2% | 5% | 2% | 24% | 17% | -1% | -12% | -12%
Cc1[nH]ccc(=O)c1Cc1c(Cl)cccc1Cl | 1.5% | -3% | 3% | 0% | 6% | -3% | -6% | -13% | -5%
COc1cccc(N2CCN(C(=O)Cn3ncc4c5ccccc5n(C)c4c3=O)CC2)c1 | 1.5% | 0% | 6% | -9% | 12% | -6% | 2% | -16% | 2%
CCOC(=O)N1CCN(C(=O)c2ccc(S(=O)(=O)Nc3cccc(C(F)(F)F)c3)cc2)CC1 | -0.4% | 0% | 3%[57.1 µM] | / | 18%[57.1 µM] | -21% | 3% | -17% | -2%
N#Cc1nc(COc2ccc(-c3ccccc3)cc2)oc1NCCCN1CCOCC1 | 1.0% | 9% | -5% | 0%&6% | 5% | 5% | 11% | -15% | 5%
COc1ccc2nc(NC(=O)c3c(C)noc3C)sc2c1 | -0.2% | 0% | -1% | -6% | -1% | 7% | 1% | 1% | -5%
O=C(Nc1ccccc1)C1=C[C@@H](c2coc3ccccc3c2=O)C[C@@H](OCc2ccc(CO)cc2)O1 | 1.8% | 0% | -9% | 5% | 6% | 9% | 2% | -10% | 1%[38.3 µM]
Cc1cc(C)c(NS(=O)(=O)c2ccc(NC(=O)CCC(=O)O)cc2)c(C)c1 | 4.4% | 1% | -6% | 8% | 19%[57.1 µM] | 1% | 4% | -6% | 0%
Cc1cc(C)c(C#N)c(SCC(=O)Nc2ccccc2C(N)=O)n1 | 7.2% | 1% | 6% | 3% | 12% | 9% | -8% | 3% | -6%
COC(=O)c1sc(N2C(=O)C(=O)/C(=C(/O)c3ccccc3)C2c2ccco2)nc1C (stereo not given) | 11% | 0% | -1%[57.1 µM] | ? | -7%[57.1 µM] | -17% | 0% | -11% | 2%
Cc1ccc(NC(=O)CCc2nc3sc4c(c3c(=O)[nH]2)CCCC4)nc1 | 6.3% | 0% | 8%[57.1 µM] | / | 22%[57.1 µM] | -3% | -20% | -10% | -7%
O=C1/C(=C/c2cccs2)SC(=S)N1c1cccc(O)c1 | -2.6% | 0% | -6% | ? | -9% | 23% | -6% | -13% | 7%
Cc1cc(OCC(O)CN2C(C)CCCC2C)ccc1C(C)C (stereo not given) | -0.6% | 1% | -7%[57.1 µM] | -7% | -8%[57.1 µM] | 17% | -19% | -3% | -10%
Cc1ccc2nc(SCC(=O)Nc3ccc(F)cc3F)[nH]c2c1 | -1.5% | -8% | -10% | -19% | -2% | 1% | 5% | -14% | -16%
CC1CCc2sc(C(=O)N3CCC(C(N)=O)CC3)cc2C1 (stereo not given) | -1.1% | 1% | 7% | 95%[activator] | 8% | -27% | -9% | -15% | 6%
CCOC(=O)N1CCN(C(=O)C(=O)Nc2sc3c(c2C(N)=O)CC(C)(C)OC3)CC1 | -0.8% | 3% | -3% | 8% | 8% | -7% | 0% | -23% | -8%
Cc1ccc(S(=O)(=O)N2CCC(C(=O)OC(C)C(=O)N3CCOCC3)CC2)cc1 (stereo not given) | 1.0% | 0% | 10%[57.1 µM] | -21% | 17%[57.1 µM] | -10% | 7% | -25% | -3%
Cc1ccc(CNC(=O)C2CCN(S(=O)(=O)N3CCCCC3)CC2)cc1 | -0.5%&-0.2% | 5%&-1% | -7% | -8%&-9% | -12% | -14%&19% | 8%&-1% | -11%&-18% | 6%&2%
O=c1ncn(-c2cccc(F)c2)c2ncccc12 | 0.6% | -1% | -5% | 4% | 1% | -7% | -4% | -19% | 7%

High-throughput results from PubChem BioAssay.
